# NR2F2 inh: blocks human COUP-TFII nuclear receptor; P24468; inhibition, % at 8.6 µM; hit rate 0.7% among 370,000; HEK293T NGFI-A luciferase reporter, luminescence;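 active means inhibition above a per-plate cutoff, mean inhibition of test wells between control levels plus 3 SD, cut at about 38% in these data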;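 further: cells cotransfected with COUP-TFII expression vector driving the NGFI-A reporter; 0% = median of COUP-TF2 test wells and 100% = reporter-only cells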
# Target sequence (P24468 whole entry, looked up): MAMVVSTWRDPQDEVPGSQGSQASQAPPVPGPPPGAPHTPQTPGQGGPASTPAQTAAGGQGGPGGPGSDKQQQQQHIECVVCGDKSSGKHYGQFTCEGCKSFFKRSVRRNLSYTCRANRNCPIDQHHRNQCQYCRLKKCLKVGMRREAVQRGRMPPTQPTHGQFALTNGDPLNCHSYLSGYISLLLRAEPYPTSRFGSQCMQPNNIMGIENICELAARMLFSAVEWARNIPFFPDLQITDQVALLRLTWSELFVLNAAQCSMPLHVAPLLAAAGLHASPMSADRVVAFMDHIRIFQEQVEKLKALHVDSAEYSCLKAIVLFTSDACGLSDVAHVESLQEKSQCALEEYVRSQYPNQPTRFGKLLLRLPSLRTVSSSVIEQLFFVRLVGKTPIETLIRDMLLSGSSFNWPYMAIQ
# LRH-1 inv ag: inverse agonists of human LRH-1 (NR5A2) | hit rate 0.13% among 360,000 | HEK293T StAR-luciferase reporter, LRH-1 transfected, 24 h | AID 602396 | inhibition, % at 3.6 µM;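 active means inhibition above the mean inhibition of all tested compounds plus 3 SD, cut at about 73% in these data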;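 further: 0% = DMSO wells and 100% = reporter-only cells lacking LRH-1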
# Target sequence (O00482 whole entry, looked up): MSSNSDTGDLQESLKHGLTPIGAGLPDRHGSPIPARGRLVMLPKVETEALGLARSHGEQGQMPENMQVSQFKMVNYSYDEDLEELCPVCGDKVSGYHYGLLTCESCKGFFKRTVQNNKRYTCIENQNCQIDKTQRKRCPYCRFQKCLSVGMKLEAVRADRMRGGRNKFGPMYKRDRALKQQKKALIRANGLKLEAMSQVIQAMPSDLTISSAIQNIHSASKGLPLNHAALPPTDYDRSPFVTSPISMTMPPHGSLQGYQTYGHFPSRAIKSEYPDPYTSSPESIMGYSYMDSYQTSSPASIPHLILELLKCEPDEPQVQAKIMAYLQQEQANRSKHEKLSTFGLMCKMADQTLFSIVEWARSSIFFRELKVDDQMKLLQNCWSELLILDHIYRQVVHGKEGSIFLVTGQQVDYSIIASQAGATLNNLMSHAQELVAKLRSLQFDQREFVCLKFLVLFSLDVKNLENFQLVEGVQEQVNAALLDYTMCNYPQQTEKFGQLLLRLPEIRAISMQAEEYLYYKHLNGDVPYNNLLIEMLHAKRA
# EBV LMP1 NFkB: Epstein-Barr LMP1 NF-kappaB reporter inhibition; LMP1-induced NF-kappaB luciferase reporter cells, luminescence; inhibition, % at 12.5 µM; hit rate 0.69% among 350,000; AID 504558; in the data active means inhibition above about 41%;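 further: 0% = neutral control wells and 100% = reference inhibitor control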
# SRC3 inh: human NCOA3 inhibition | Q9Y6Q9 | HEK293 GAL4-SRC3 luciferase reporter, luminescence | inhibition, % at 3.6 µM | hit rate 0.17% among 360,000 | AID 588352;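 active means inhibition above a per-campaign cutoff, the mean of all compounds plus 3 SD, cut at about 60% in these data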;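 further: 0% = DMSO-treated cells and 100% = gossypol-treated cells at 36 µM; higher means less SRC3-driven luciferase light from the GAL4 reporter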
# TROY NFkB inh: blocks TROY-dependent signaling in reporter cells; hit rate 0.98% among 360,000; inhibition, % at 10 µM; Q293 LMP1-TROYcd NF-kB luciferase reporter, 4 h;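 active means compounds whose plate-normalised and pattern-corrected inhibition of the luciferase reporter signal at the single screening dose is 50% or more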
# SRC1 inh: inhibits human SRC1 coactivator; HEK293 GAL4-SRC1 luciferase reporter, luminescence; hit rate 0.12% among 360,000; inhibition, % at 3.6 µM;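 active means inhibition above the campaign mean plus 3 SD, with each screening campaign given its own cutoff, cut at about 60% in these data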;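 further: 0% = DMSO treated cells and 100% = gossypol at 36 µM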
# NCOA2 inhibitor: inhibits human steroid receptor coactivator 2; Q15596; HEK293 GAL4-SRC2 luciferase reporter, luminescence; inhibition, % at 9 µM; hit rate 0.17% among 370,000; AID 651957;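 active means inhibition above the mean inhibition of all tested compounds plus 3 SD, set per campaign, cut at about 52% in these data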;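 further: 0% = DMSO treated cells and 100% = cells given Gossypol at 36 µM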
# Vif inh: HIV Vif inhibition; HEK293T cells, Vif self-association by quenched fluorescence, imaging, 24 h; inhibition, % at 7.49 µM; hit rate 0.35% among 340,000; AID 602346; in the data active means inhibition above about 50%, passing the limit was not always enough; further: some results filed as inactive read as strong as hits
# C8 TRAIL sens: sensitizes caspase-8 expressing cells to TRAIL | NB7+C8 cells + TRAIL, ATPlite viability luminescence | inhibition (viability loss, TRAIL sensitization), % at 10 µM | hit rate 1% among 360,000 | AID 624354;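 active means compounds causing at least 50% loss of cell viability in the single-dose screen, relative to plate controls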
# TLR9-MyD88 inh: blocks human TLR9 binding to MyD88. Q9NR96+Q99836. CHO BLA complementation TLR9-MyD88, CCF4 FRET ratio. inhibition, % at 4.98 µM. hit rate 0.21% among 340,000. AID 504734;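 active means inhibition above the mean over all tested compounds plus 3 SD, cut at about 21% in these data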;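 further: 0% = DMSO only wells and 100% = clavulanate BLA inhibitor control wells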
# NOD2 RIPK2 PPI: blocks binding of human NOD2 to RIPK2; hit rate 0.38% among 360,000; CHO BLA complementation NOD2-RIPK2, CCF4 ratio; inhibition, % at 4.98 µM; O43353; in the data active means inhibition above about 21%;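 further: 0% = vehicle only and 100% = reference blocker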
# Starred values were filed as active, the others as inactive; . = no result given; & = joins results of further samples. The list is partial. The share of hits here may be higher or lower than overall.
SMILES,NR2F2 inh,LRH-1 inv ag,EBV LMP1 NFkB,SRC3 inh,TROY NFkB inh,SRC1 inh,NCOA2 inhibitor,Vif inh,C8 TRAIL sens,TLR9-MyD88 inh,NOD2 RIPK2 PPI
Cn1c(=O)c2c(ncn2CC(=O)OCC(=O)Nc2cc(Cl)ccc2Cl)n(C)c1=O,-6,-5,1,4,-8,10,-3,.,-9,-7,-6
CC1=C(C(=O)N2CCCC(N3CCN(c4ccccc4F)CC3)C2)OCCO1 (stereo unspecified),-3,3,2,4,31,-2,1,-11,6,0,3
COc1ccc(CNC(=O)c2ccc(C(C)(C)C)cc2)cc1,-22,-67,-42,-55,-46,-44,-32,-8,-2,9,-4
O=C(COc1cccnc1[N+](=O)[O-])Nc1ccc2c(c1)OC(F)(F)O2,-4,-29,-1,2,6,-3,-10,-7,-7,3,-5
CCC1NC(=O)c2cc3ccccc3cc2-n2c1nc1ccc(OC)cc1c2=O (stereo unspecified),13,-8,-11,-31,6,7,1,.,19,6,1
CNc1oc(-c2cccs2)nc1C#N,-3,-11,-12,21,-16,16,-28,-3,-12,-11,-11
CSc1ccc(C(=O)/C=C/c2ccc(N)cc2)cc1,-24,-61,-11,-110,-79,-110,-78,7,55*,4,2
Cc1ccccc1OCC(=O)OCC(=O)Nc1ccc(Cl)cn1,4,-1,-6,9,-15,-14,-1,-1,-11,2,-10
Cc1ccc(CN2CCN(Cc3c(C)nn(C(C)C)c3C)CC2CCO)o1 (stereo unspecified),-7,-6,2,17,3,-22,14,.,-5,-10,-7
Cc1nn(-c2ccccc2)c(Oc2ccc(F)cc2)c1/C=N/n1cnnc1,-17,2,-3,23,-16,8,1,-16,5,6,-7
Oc1c(CN2CCCC(C(F)(F)F)C2)cc(Cl)c2ccccc12 (stereo unspecified),-5,8,-8,-14,-4,0,-14,-6,3,4,11
CCOC(=O)c1c(NC(=O)c2cccs2)sc2c1CCCC2,-13,8,0,4,-7,-12,-10,13,22,4,7
COc1ccc(N(CC(=O)NC2CCCC2)S(=O)(=O)c2ccc(NC(C)=O)cc2)cc1,-4,-5,2,-23,-17,-15,-46,7,-5,10,-8
CC(OC(=O)C1=COCCO1)C(=O)Nc1ncc(Cl)cc1Cl (stereo unspecified),0,3,2,-11,1,5,-15,2,-21,-6,8
COc1ccc(C(C(=O)NCC2CCCO2)N(C(=O)CNC(=O)c2cccs2)c2ccc(NC(C)=O)cc2)cc1OC (stereo unspecified),-4,2,1,1,7,-12,12,-4,-11,8,1
C/C(CC(=O)Nc1cccc(Cl)c1Cl)=N\NC(=O)C(=O)N1CCCC1,10,14,0,-7,3,1,-17,8,-13,1,-2
Clc1ccc(-n2cc(-c3ccc(Br)cc3)[n+]3c2CCCCC3)cc1,24,28,7,20,-4,11,13,-11,9,0,8
COc1ccc(OC)c(NC(=O)CCN2CC(C)CC(C)C2)c1 (stereo unspecified),.,-6,-6,2,11,5,.,4,1,-8,0
Cc1ccccc1NC(=O)COC(=O)c1cc[n+]([O-])cc1,-18,-5,2,3,16,-6,-6,10,-6,2,0
CCc1nnc(SCC(=O)Nc2ccc(N3CCN(S(C)(=O)=O)CC3)cc2)o1,-6,32,6,-4,-1,-19,-9,8,-21,6,5
COc1ccccc1CN(C(=O)CCl)C(C(=O)NC1CCCCC1)c1ccncc1 (stereo unspecified),.,-5,-1,6,6,-10,.,1,-12,-1,-9
CCc1nc2ccc(C(=O)Nc3ccc4c(c3)OCO4)cc2nc1CC,-6,-20,-6,-34,-45,-23,-63,2,10,-9,-4
COC(=O)Nc1ccc(S(=O)(=O)N2CCCC(C(=O)N3CCC(C)CC3)C2)cc1 (stereo unspecified),18,-3,-1,14,7,-10,-19,-6,0,-4,-2
COc1ccc(S(=O)(=O)N2CCCCCC2)cc1N(C)S(=O)(=O)c1ccc(C)cc1,29,18,-27,32,-11,19,21,1,-2,1,-19
C[C@]1(C(=O)O)Cc2oncc2C[C@@H]1C(=O)O,5,-3,-1,2,19,6,-6,-2,-8,-12,1
C[C@@H]1C[C@H](O)c2cc(Cl)ccc2N1,9,26,7,7,21,-11,-2,-13,-11,-5,-10
CCn1c(SCc2cccc(F)c2)nnc1-c1ccncc1,3,-27,-7,1,-20,-24,2,-19,2,4,1
c1ccc(CCN2CN=C(Nc3nc4ccccc4s3)NC2)cc1,12,-6,-7,-2,-45,-62,4,1,0,-11,-15
CCN(CC)S(=O)(=O)c1cccc(C(=O)Nc2cc(C)nn2-c2ccccc2)c1,8,10,-4,10,-3,1,-17,-18,-9,2,3
CCN(CC(=O)Nc1ccccc1OC)C(=O)C1CCC1,3,-9,2,12,-4,5,7,0,-12,-3,0
Cc1ccc(-c2nnn(CC(=O)N(Cc3ccco3)C(C(=O)NC(C)(C)C)c3ccncc3)n2)o1 (stereo unspecified),-7,24,55*,0,-3,6,1,-5,-6,-11,9
CCOc1ccc2nc(S(=O)(=O)NC(=O)C3(C)CCN3C(=O)c3cc(C)n(C)n3)sc2c1 (stereo unspecified),-14,-26,.,-14,-20,1,-1,-13,4,.,-1
CNC(=O)NC(=O)CSc1nc(-c2cccs2)c(C#N)c(=O)[nH]1,14,-1,4,-8,-3,-3,-22,0,-3,-9,-6
Cc1cc(C)cc(OCC(=O)Nc2cccc(C(=O)O)c2)c1,-28,-39,-9,-38,-4,-34,-29,.,-1,-5,1
CCOC(=O)c1cc2cc(OCc3ccccc3)ccc2nc1C,-13,12,1,-2,-23,-24,-9,-5,2,-3,6
CCn1c(SCC(=O)Nc2sc3c(c2C#N)CCCC3)nnc1-c1ccncc1,7,18,-2,6,11,-29,6,-1,-6,-3,-5
Cc1ccc(C(=O)C[n+]2cc(-c3ccccc3)n3c2CCCCC3)cc1,19&4,16&10,9&11,35&-12,14&-6,-3&6,19&-2,3,31&21,3&0,-9&-2
CC(=O)Nc1ccc(S(=O)(=O)Oc2cccc(N3C(=O)C4CCCCC4C3=O)c2)cc1 (stereo unspecified),10,18,-1,10,27,-5,-15,-25,1,2,-3
O=C(CSc1ncc(C(F)(F)F)cc1Cl)NCC1CCCO1 (stereo unspecified),-23,12,-3,8,1,4,-10,-3,3,10,9
Cc1ccc(C(=O)NCCNC(=O)c2cnccn2)cc1,12,-2,-8,-16,8,7,-3,-5,19,-4,-20
COC(=O)/C(C#N)=C/c1ccc(-c2ccc(S(N)(=O)=O)cc2)o1,-6,12,16,14,-68,-7,-28,-4,-17,-7,-19
CC(C)n1c(O)c(N=NC(=O)Cn2ccc(C(F)(F)F)n2)c2ccccc21,5,10,2,6,11,-1,-44,-6,2,2,-7
CC1(C)N=C(N)NC(Nc2ccccc2)=N1,-8,-6,2,-7,-1,1,0,3,-4,4,-5
O=C(OCn1nnc2ccccc2c1=O)C12CC3CC(CC(O)(C3)C1)C2,-12,8,-9,8,2,21,1,5,-1,1,-2
O=C(c1cccc(Oc2ccc([N+](=O)[O-])cc2)c1)N1CCOCC1,-5,-1,-5,13,19,12,20,-9,0,-6,8
CCC(=O)Nc1cccc(C2=NOC3(C2)C[C@H](C(N)=O)N(C(=O)c2ccc(Cl)cc2)C3)c1 (stereo partly specified),7,9,-1,1,7,2,2,-4,-3,-3,-5
O=C(O)[C@H]1CCCC[C@H]1C(=O)Nc1ccc(Nc2ccccc2)cc1,7,-14,5,9,-15,3,10,.,-3,-1,-12
COCCN1C(=O)CN(S(C)(=O)=O)CC1(C)C(=O)NC(C)C (stereo unspecified),-11,-8,.,.,.,.,9,.,-11,.,-5
Cc1ccccc1CN1C(=O)c2ccccc2Sc2ccc(C(=O)O)cc21,-8,-4,0,11,-1,-27,5,8,1,14,1
CCOC(=O)c1[nH]c(=S)n(Cc2ccccc2)c1C(=O)OCC,-12,-20,5,-23,5,-7,-18,12,27,-13,-12
COc1ccc(OCc2cc(C(=O)N(C)C3CCOCC3)no2)c2ccccc12,-22,-4,-9,-81,-34,-24,-40,-17,5,14,-12
CCC(CC)C(=O)N(C)c1c(C)nc2c(OCc3ccc(C(F)(F)F)cc3)cccn12,0,9,.,13,11,13,14,-9,0,.,6
Clc1cccc(CN2CCSCC2)c1,10,1,-21,-15,2,-11,-5,-3,2,-4,8
COc1ccc(NC(=O)COC(=O)CNC(=O)c2cc(OC)c(OC)c(OC)c2)cc1,-1,44,-8,7,9,-1,15,-2,-3,-13,-8
O=C(Nc1ccc(Cl)c(Cl)c1)c1ccccc1,-15,-118,-53,-130,-48,-138,-22,.,11,-6,-5
COc1cccc(-c2ccc(SCC(=O)N3CCOCC3)nn2)c1,-7,-10,-3,-9,-10,-15,7,6,-20,6,-3
COc1ccc(OC)c(C(=O)CCCC(=O)c2cc(OC)ccc2OC)c1,1,8,5,-18,8,-6,-1,.,-3,-5,-4
O=C(COC(=O)c1cc(S(=O)(=O)N2CCOCC2)ccc1F)Nc1ccc2c(c1)OCO2,-18,6,-5,-1,4,-10,-25,0,-1,-7,10
COc1ccc(OC)c(C2NC(=O)NC(C)=C2C(=O)Nc2ccc(C)cc2C)c1 (stereo unspecified),10,-19,6,13,-9,-14,-10,-7,5,-6,0
Cc1ccc(NC(=O)Cn2c(=O)oc3ccccc32)cc1Cl,-11,8,-7,3,-8,0,8,-8,4,-13,-4

# 3 entries from above, arranged by the number in Vif inh, ascending.
compound,Vif inh
COc1ccc(OC)c(C2NC(=O)NC(C)=C2C(=O)Nc2ccc(C)cc2C)c1 (stereo unspecified),-7
Clc1cccc(CN2CCSCC2)c1,-3
CCOC(=O)c1[nH]c(=S)n(Cc2ccccc2)c1C(=O)OCC,12

# Additional entries follow.
SMILES,NR2F2 inh,LRH-1 inv ag,EBV LMP1 NFkB,SRC3 inh,TROY NFkB inh,SRC1 inh,NCOA2 inhibitor,Vif inh,C8 TRAIL sens,TLR9-MyD88 inh,NOD2 RIPK2 PPI
CC(C)(C)c1ccc(NC(=O)Nc2ccc3ccccc3n2)cc1,-17,6,-23,21,1,13,-9,-4,-3,6,4
Cc1cc(C)n2c(Nc3ccc4c(c3)OCCO4)c(CCc3ccccc3)nc2n1,12,10,.,.,17,.,10,.,3,.,-21
COc1ccc(N2CCOCC2)c(NC(=O)c2ccco2)c1,10,30,5,29,-27,17,-5,4,2,-7,-1
CCC(=O)Nc1nc(C)c(-c2csc(Nc3ccccn3)n2)s1,-16,-22,-10,-60,-5,-67,-15,-4,1,-2,3
CCOc1ccc(NCc2cc3cc(OC)ccc3[nH]c2=O)cc1,5,8,-7,18,12,-4,9,0,1,4,20
Clc1ccc(NN(Cc2ccncc2)c2ccc(Cl)cc2)cc1,1,-20,5,-17,-26,6,-10,10,16,11,-2
CN(C)c1ccc(C(=S)N2CCN(C(=S)Nc3cccc4ccccc34)CC2)cc1,-5,-12,4,12,8,1,-8,-4,-10,-4,5
O=C(NCC(=O)N1CCCCCCC1)c1ccccc1Br,9,3,-3,20,-31,19,6,1,-12,3,-9
COc1ccc(CC(=O)Nc2c(C(N)=O)oc3ccccc23)cc1,-5,-18,7,1,0,-2,1,-8,3,-9,5
COc1ccc(C2=NOC(CNC(N)=S)C2)cc1 (stereo unspecified),-56,-110,-13,-59,-8,-84,-42,-3,1,-4,0

# Screens from PubChem.
